Compound activity (PubChem)
TRAIL sens C8 = sensitizes caspase-8 expressing cells to TRAIL; hit rate 1% among 360,000; inhibition (viability loss, TRAIL sensitization), % at 10 µM; NB7+C8 cells + TRAIL, ATPlite viability luminescence; AID 624354;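 active = compounds causing at least 50% loss of cell viability in the single-dose screen, relative to plate controls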
NOD2 RIPK2 PPI = NOD2-RIPK2 protein interaction inhibition. CHO BLA complementation NOD2-RIPK2, CCF4 ratio. inhibition, % at 4.98 µM. hit rate 0.38% among 360,000. AID 624267; in the data active = inhibition above about 21%;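 note: 0% = vehicle only and 100% = reference blocker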
NCOA1 inh = inhibits human SRC1 coactivator. inhibition, % at 3.6 µM. HEK293 GAL4-SRC1 luciferase reporter, luminescence. hit rate 0.12% among 360,000;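 active = inhibition above the campaign mean plus 3 SD, with each screening campaign given its own cutoff, cut at about 60% in these data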;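 note: 0% = DMSO treated cells and 100% = gossypol at 36 µM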
COUP-TFII inh = inhibitors of human COUP-TFII (NR2F2); HEK293T NGFI-A luciferase reporter, luminescence; inhibition, % at 8.6 µM; hit rate 0.7% among 370,000;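 active = inhibition above a per-plate cutoff, mean inhibition of test wells between control levels plus 3 SD, cut at about 38% in these data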;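 note: cells cotransfected with COUP-TFII expression vector driving the NGFI-A reporter; 0% = median of COUP-TF2 test wells and 100% = reporter-only cells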
Target sequence (P24468 whole entry, looked up): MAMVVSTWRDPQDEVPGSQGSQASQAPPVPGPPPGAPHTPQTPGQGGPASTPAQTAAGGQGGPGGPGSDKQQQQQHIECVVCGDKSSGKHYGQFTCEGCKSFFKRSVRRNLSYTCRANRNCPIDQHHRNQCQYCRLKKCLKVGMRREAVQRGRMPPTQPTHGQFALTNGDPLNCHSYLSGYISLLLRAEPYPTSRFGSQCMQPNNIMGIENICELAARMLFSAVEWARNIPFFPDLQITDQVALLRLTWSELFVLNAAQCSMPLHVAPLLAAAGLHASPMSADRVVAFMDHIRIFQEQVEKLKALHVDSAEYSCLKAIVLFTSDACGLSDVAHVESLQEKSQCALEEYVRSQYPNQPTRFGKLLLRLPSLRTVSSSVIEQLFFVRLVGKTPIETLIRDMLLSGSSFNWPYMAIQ
TROY NFkB inh = inhibitors of TROY-dependent NF-kB signaling; Q293 LMP1-TROYcd NF-kB luciferase reporter, 4 h; hit rate 0.98% among 360,000; inhibition, % at 10 µM;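 active = compounds whose plate-normalised and pattern-corrected inhibition of the luciferase reporter signal at the single screening dose is 50% or more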
SRC2 inh = inhibits human steroid receptor coactivator 2; hit rate 0.17% among 370,000; inhibition, % at 9 µM; AID 651957; Q15596; HEK293 GAL4-SRC2 luciferase reporter, luminescence;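 active = inhibition above the mean inhibition of all tested compounds plus 3 SD, set per campaign, cut at about 52% in these data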;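 note: 0% = DMSO treated cells and 100% = cells given Gossypol at 36 µM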
TLR9-MyD88 inh = blocks human TLR9 binding to MyD88 | Q9NR96+Q99836 | CHO BLA complementation TLR9-MyD88, CCF4 FRET ratio | inhibition, % at 4.98 µM | hit rate 0.21% among 340,000 | AID 504734;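 active = inhibition above the mean over all tested compounds plus 3 SD, cut at about 21% in these data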;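 note: 0% = DMSO only wells and 100% = clavulanate BLA inhibitor control wells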
LMP1 NFkB inh = reduces LMP1-driven NF-kappaB luciferase signal; LMP1-induced NF-kappaB luciferase reporter cells, luminescence; inhibition, % at 12.5 µM; hit rate 0.69% among 350,000; AID 504558; in the data active = inhibition above about 41%;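 note: 0% = neutral control wells and 100% = reference inhibitor control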
SRC3 inh = inhibitors of human steroid receptor coactivator 3 (SRC3). hit rate 0.17% among 360,000. AID 588352. HEK293 GAL4-SRC3 luciferase reporter, luminescence. inhibition, % at 3.6 µM. Q9Y6Q9;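 active = inhibition above a per-campaign cutoff, the mean of all compounds plus 3 SD, cut at about 60% in these data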;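 note: 0% = DMSO-treated cells and 100% = gossypol-treated cells at 36 µM; higher means less SRC3-driven luciferase light from the GAL4 reporter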
TWEAK Fn14 block = inhibitors of TWEAK-Fn14 interaction signaling; hit rate 2% among 360,000; inhibition, % at 10 µM; TWEAK-stimulated Fn14 reporter cells, luciferase luminescence, 8 h; AID 1159606; in the data active = inhibition above about 50%
NR5A2 inv ag = suppresses constitutive activity of human LRH-1; HEK293T StAR-luciferase reporter, LRH-1 transfected, 24 h; inhibition, % at 3.6 µM; hit rate 0.13% among 360,000;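 active = inhibition above the mean inhibition of all tested compounds plus 3 SD, cut at about 73% in these data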;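 note: 0% = DMSO wells and 100% = reporter-only cells lacking LRH-1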
Target sequence (O00482 whole entry, looked up): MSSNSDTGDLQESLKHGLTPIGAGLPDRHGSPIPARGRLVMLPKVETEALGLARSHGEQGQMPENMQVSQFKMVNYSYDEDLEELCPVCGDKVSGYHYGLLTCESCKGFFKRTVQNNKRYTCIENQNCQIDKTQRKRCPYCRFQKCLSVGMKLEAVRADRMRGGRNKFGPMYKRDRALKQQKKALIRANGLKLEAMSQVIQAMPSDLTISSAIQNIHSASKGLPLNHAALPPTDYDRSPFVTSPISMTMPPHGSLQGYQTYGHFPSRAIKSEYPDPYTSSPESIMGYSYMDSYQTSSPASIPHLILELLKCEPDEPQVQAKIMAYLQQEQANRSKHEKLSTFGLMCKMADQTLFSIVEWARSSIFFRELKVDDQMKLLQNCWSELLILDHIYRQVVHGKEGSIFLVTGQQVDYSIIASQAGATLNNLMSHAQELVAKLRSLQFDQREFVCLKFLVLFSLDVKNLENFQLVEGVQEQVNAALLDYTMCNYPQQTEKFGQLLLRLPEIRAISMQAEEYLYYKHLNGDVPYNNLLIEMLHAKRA
* marks the source's active call; other numbers are inactive results; · = not tested or not shown.

SMILES	TRAIL sens C8	NOD2 RIPK2 PPI	NCOA1 inh	COUP-TFII inh	TROY NFkB inh	SRC2 inh	TLR9-MyD88 inh	LMP1 NFkB inh	SRC3 inh	TWEAK Fn14 block	NR5A2 inv ag
CCOc1ccc(NC(=O)CCC(=O)c2ccc(OC)cc2)cc1	-15	-6	19	14	4	12	1	-5	5	-4	0
COc1cc(S(=O)(=O)N2CCOCC2)ccc1NC(=O)COC(=O)c1ccc(Cl)nc1	1	-4	6	-7	-2	0	-6	-4	1	-9	1
Cc1ccc(C(=O)Nc2cccc(-c3ccc(N4CCOCC4)nn3)c2)cc1	44	-6	-72	-45	-78	-27	2	-9	-57	-28	-92
C/C(=N/NC(=O)OC(C)(C)C)c1ccco1	11	-4	-68	-24	-16	-48	7	0	-43	-3	-91
CCOc1ccc(C(=O)OCCN(C)C)cc1	-13	-10	-17	0	15	-25	-13	5	3	-2	-4
O=C(CCl)NC1(C(F)(F)F)C(=O)Nc2c1c(=O)[nH]c(=O)n2-c1ccccc1 (stereo unspecified)	8	3	-10	-10	-20	7	7	-4	13	10	4
Cc1cc(OCC(=O)Nc2ccc3oc(=O)ccc3c2)ccc1Cl	-4	5	10	0	9	-4	3	2	7	-14	-13
CCN(CC(=O)NCc1ccc(Cl)cc1)C(=O)c1oc2ccccc2c1C	20	9	-10	12	-12	9	-9	-4	-46	-12	8
COc1ccc2nc(N3CCCC(C(=O)NCCCN4C(C)CCCC4C)C3)sc2c1 (stereo unspecified)	4	-13	-15	13	-4	-13	-1	-15	-8	-25	-24
CCN(Cc1nc2cc(Cl)ccc2c(=O)[nH]1)C(=O)c1cccc(NC(=O)c2cccs2)c1	2	2	11	1	32	9	-5	3	3	19	-35
Nc1ccc2nc(-c3ccc(Cl)cc3)[nH]c2c1	28	10	-81	-43	-55	-70	-3	2	-74	-54	-55
Cc1ccc([C@H]2C[C@H](n3cc(C4CC4)nn3)[C@@H](O)CN2CC2CCCCC2)cc1	9	-6	-1	15	8	-4	-9	2	-11	-18	2
C=CCn1c(SCc2c(C)noc2C)nc2cc(C(=O)O)ccc2c1=O	19	-1	-10	-6	14	2	11	-6	8	22	3
CCCCCCC(=O)Nc1ccc(S(=O)(=O)Nc2onc(C)c2C)cc1	4	5	6	0	5	0	4	-2	16	10	0
N#Cc1ccc(Oc2ccc(/C=N/O)cn2)cc1	0	-3	6	-8	8	-12	-5	-2	5	17	37
COc1ccc(S(=O)(=O)Nc2ccccc2C(=O)N2CCCC2)cc1C	-3	-3	9	-11	20	-3	-6	7	-20	12	5
COc1ccc(CN(CC(=O)NCCc2ccccc2)C(=O)CCC(=O)Nc2cc(C)ccn2)cc1	18	-11	13	8	-9	-36	4	-6	-11	5	17
COc1ccc(C(=O)NCCn2cc(SCC(=O)NCc3ccco3)c3ccccc32)cc1	-1	1	-5	13	64*	21	2	-4	-16	45	0
COCCNC(=O)c1ccc(C(=O)C(=O)c2ccccc2)cc1	15	6	-27	16	11	31	5	4	8	-10	-24
CC(Sc1n[nH]c(-c2cccs2)n1)C(=O)N1CCCC1 (stereo unspecified)	-17	-3	4	-2	-11	-9	4	-3	3	0	8
Cc1cc(C(=O)Nc2ccc(CC(=O)O)cc2)c(C)o1	-7	-14	-8	13	10	55*	-3	1	7	49	10
COCCn1c(=N)c(S(=O)(=O)c2ccc(Br)cc2)cc2c(=O)n3ccccc3nc21	-3	2	-35	-3	-4	-1	-22	-1	16	-1	9
Cc1ccc(C(C(=O)NC2CCCCC2)N(C(=O)c2csnn2)c2ccccc2F)o1 (stereo unspecified)	-2	-1	12	13	0	7	-7	-1	6	12	4
CCc1ccc(OC(C)c2nnc(SCC(=O)Nc3ncccc3C)n2C)cc1 (stereo unspecified)	-1	-1	-7	15	11	-2	-9	-4	7	29	7
CCCCCCNCc1ccc(Br)cc1	2	5	-1	5	-2	4	7	-3	18	-11	0
Remaining list, next part.
SMILES	TRAIL sens C8	NOD2 RIPK2 PPI	NCOA1 inh	COUP-TFII inh	TROY NFkB inh	SRC2 inh	TLR9-MyD88 inh	LMP1 NFkB inh	SRC3 inh	TWEAK Fn14 block	NR5A2 inv ag
O=C(NCc1cccs1)c1cccnc1Cl	-1	-2	2	-14	2	-10	0	-2	7	-6	-13
CCCOc1ccc(OCCSc2ncccn2)cc1	4	-4	-116	-32	-20	-65	-3	-39	-54	0	-125
CCOC(=O)c1cnc(SSc2ncc(C(=O)OCC)c(N)n2)nc1N	-10	-5	-8	3	-7	-12	3	26	-24	-17	22
CC(C)C(NC(=O)c1ccco1)C(=O)OCC(=O)c1ccccc1 (stereo unspecified)	-10	-2	-6	3	-28	8	-7	-2	-1	-4	-5
NC(=O)c1cccc(-c2cnc(N)c(C(=O)c3cccnc3)n2)c1	22	-12	75*	·	51*	·	-6	17	63*	84*	63
COc1ccc(C(=O)c2ccccc2Cl)cc1	-14	-2	2	27	-43	-18	-7	3	8	-9	10
COc1ccc(Cl)cc1NC(=O)CN(C)C(=O)CCCc1c[nH]c2ccccc12	-12	-7	12	26	6	-5	1	-9	9	-2	10
O=C(O)C1(c2ccccc2)CCC(Nc2ccccc2)C1 (stereo unspecified)	-10	4	-115	4	-25	22	3	1	-7	-6	8
O=C(Nc1ccncc1)c1ccc(Br)cc1	-1	-9	5	7	-6	-13	-11	1	-7	-11	6
CC(=O)Nc1ccc(NC(=O)C(C)OC(=O)CNC(=O)c2sc3ccccc3c2Cl)cc1 (stereo unspecified)	4	-5	-19	-6	-22	-1	1	1	-3	-8	16
O=C(Cc1ccc(F)cc1)Nc1ccccc1Sc1ccccc1	17	-17	3	2	-3	8	5	-10	20	-7	7
CCCCCCS(=O)[C@H]1CS(=O)(=O)C[C@@H]1S(=O)CCCCCC (stereo partly specified)	-4	-7	0	10	-10	-2	-9	8	4	-7	8
COc1ccc(C)cc1NC(=O)C1CCN(C(=O)c2ccc(C(C)(C)C)cc2)CC1	-12	7	-12	-5	-9	-17	1	-7	-4	0	-34
COc1ccc(CN(C)CC(=O)N(C)CC(=O)Nc2ccccc2Br)cc1F	-8	1	-26	9	4	-11	-4	1	-4	7	8
CCSc1nnc(NC(=O)c2cc(C)on2)s1	-12	-2	-40	-11	-15	0	-1	-3	14	12	-28
CC(=O)Nc1ccc(N(C(=O)c2ccccn2)C(C(=O)NC2CCCCC2)c2ccc(F)cc2)cc1 (stereo unspecified)	-4	-1	0	-9	-1	0	3	-1	0	24	0
Cc1nnc(SCC(=O)NC2CCCC(C)C2C)n1N (stereo unspecified)	7	-1	3	-2	2	8	0	0	-6	-9	-8
COc1ccc(CC(=O)Nc2cccc(S(=O)(=O)N3CCCCC3)c2)cc1	-20	1	-8	2	6	-6	-3	-3	-7	5	-1
NC(=O)c1cc(S(=O)(=O)NCCc2ccc(Cl)cc2)cs1	9	-6	-5	-1	-14	7	11	-2	-13	8	14
CC(C)OCCCNC(=O)CN1C(=O)/C(=C/c2ccccc2)Sc2ccccc21	-18	0	0	5	-13	-28	-15	3	14	-21	-7
CCOC(=O)c1ccccc1NC(=O)C1CC(=O)N(C(C)(C)C)C1 (stereo unspecified)	-1	2	-2	-6	-9	13	-1	-1	7	16	-19
CCOC(=O)c1snc(C(=O)NC2CCCCC2)c1N	12	-7	-74	-49	-73	-37	3	-79	-68	-48	-132
CC(C)(C)C(=O)NC(=S)NNC(=O)c1ccncc1	1	-5	-30	13	-15	-10	9	5	12	-26	17
O=C(CSc1ccccn1)N/N=C/c1cc([N+](=O)[O-])ccc1O	9	-11	13	25	7	6	8	5	29	11	16
CCC(C)N(C(=O)CSc1nnc(C)n1C)C1CCS(=O)(=O)C1 (stereo unspecified)	5	-12	5	-24	-5	-22	7	-1	23	0	-3
Following part:
SMILES	TRAIL sens C8	NOD2 RIPK2 PPI	NCOA1 inh	COUP-TFII inh	TROY NFkB inh	SRC2 inh	TLR9-MyD88 inh	LMP1 NFkB inh	SRC3 inh	TWEAK Fn14 block	NR5A2 inv ag
CCC(=O)NCCc1nc2cc(NC(=O)c3cccs3)ccc2n1C	21	-5	-47	-14	-49	-44	6	-2	-49	-15	-44
Cc1ccc(C)c(NC(=O)CCN2C(=O)c3ccccc3C2=O)c1	0	0	-4	-6	10	0	-8	10	5	1	-4
O=C(CSc1nnc(COc2ccccc2)n1-c1ccccc1)c1cccs1	10	3	-4	-9	-19	-2	5	-16	8	-9	-4
CCOc1ccc(NC(=O)CN(C)C(=O)c2ccccc2OCc2c(C)noc2C)cc1OCC	-2	0	12	-10	-5	7	-10	5	4	-14	8
COc1ccccc1-c1nc(C#N)c(N2CCN(C(=O)c3ccco3)CC2)o1	-16	-2	-3	7	18	-18	-9	-6	0	-8	-17
CC1CCN(C(=O)/C(=C\c2ccco2)NC(=O)c2ccccc2)CC1	20	1	-11	3	2	-5	7	-5	-22	2	1
CCN1C(=O)C(C(=O)NC(C)c2ccccc2)C2CC1(C)Oc1ccccc12 (stereo unspecified)	5	2	10	9	15	10	4	3	1	1	6
O=C(C1CCN(S(=O)(=O)N2CCOCC2)CC1)N1CCN(c2ccccc2)CC1	-13	-13	-7	14	1	10	-1	5	15	7	-13
CC(=O)N1CCOc2ccc(S(=O)(=O)N3CCC(C(=O)NCc4ccc(Cl)cc4)CC3)cc21	1	-4	-5	1	1	4	2	1	4	-4	-2
NC(=O)c1nsc(C(=O)N(Cc2ccc(F)cc2)C(C(=O)NCC2CCCO2)c2ccc(O)cc2)c1N (stereo unspecified)	-18	-8	-14	3	11	1	-2	-5	2	12	-4
O=C1C=CC(=Nc2ccc(F)cc2)O1	-10	9	7	0	8	-34	-12	0	0	26	-7
O=C(Nc1ccc(F)c(Cl)c1)c1csc([C@@H]2O[C@H](CO)[C@H](O)[C@H](O)[C@H]2O)n1	-6	1	18	-4	8	-9	·	·	-13	5	4
O=C1c2ccncc2C(=O)N1c1cccc(Cl)c1	-6	-3	-5	-10	-5	-41	-1	10	12	-10	2
OC(c1ccccc1)c1ccccc1CN1CCCNC1=S (stereo unspecified)	-5	-2	-2	5	-11	9	-1	4	5	7	4
CC(C)c1ccc(/C=C2\SC(=S)N(CC(=O)NCCCN3CCOCC3)C2=O)cc1	21	0	-7	-24	-54	-14	-17	-3	-18	-57	-9
O=[N+]([O-])c1ncccc1OCc1ccc(Br)cc1F	-9	-2	-8	-5	27	-44	-3	-7	0	19	3
Cc1c(N=NC2=C(O)CC(C)(C)CC2=O)c(=O)n(-c2ccccc2)n1C	6	-6	13	12	-2	24	1	-16	9	7	6
CCCC(=O)NC(C)C(c1cccs1)N1CCN(C)CC1 (stereo unspecified)	0	7	4	-2	-6	7	4	-1	16	-16	-18
O=S(=O)(NCC1NCCc2ccccc21)c1ccccc1 (stereo unspecified)	-13	-2	-6	-21	0	15	-1	-12	-18	7	9
OC(c1ccc(F)c(F)c1)c1nc(-c2ccc3c(c2)OCO3)cs1 (stereo unspecified)	-9	0	6	1	-21	-47	·	·	-4	-14	-21

The list is partial; the hit share may differ from the screen's.
